Screening results (PubChem BioAssay)
b-catenin transl – beta-catenin nuclear translocation modulation. HeLa beta-catenin nuclear translocation, immunofluorescence imaging. nuclear translocation activity, % at 5 µM. actives 0.3% (n = 190,000). AID 1665;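 active = nuclear translocation activity above 50% at 5 µM, with a well cell count of 50 or more; inconclusive = wells under 50 cells across six images, flagged as toxic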;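 also: per-cell ratio of nuclear to cytoplasmic median beta-catenin stain intensity; plate controls were DMSO negative control for no effect and GSK-3 inhibitor IX positive control for full effect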
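Assay system: human HeLa cells, native beta-catenin; doses: 5 µM primary, 0.02–20 µM confirmation; incubation: compound treatment 24 h, 37°C, 5% CO2; technique: fluorescence imaging of beta-catenin antibody stain plus DAPI; measure: % activation, nuclear-to-cytoplasmic median beta-catenin signal ratio per cell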
WT yeast gro inh – growth inhibition of WT yeast, mitochondrial fusion screen; actives 2.1% (n = 190,000); inhibition, % at 10 µM; AID 1362; mitochondrial fusion phenotypic screen, WT strain; in the data active = inhibition above about 58%; tested in S. cerevisiae
Myeloid diff 2 – promotes myeloid progenitor differentiation; ER-HoxA9 myeloid progenitors, lysozyme-GFP differentiation, flow cytometry; actives 1% (n = 360,000); calls only at 10 µM;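 active = normalized GFP-positive differentiation at or above the plate's own cutoff, the solvent-only control mean plus 3 SD; inconclusive = no clear call, values can overlap the other calls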;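 also: cells exposed to compound for four days before flow analysis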
Rac1 GTP hydrolysis – MgcRacGAP GTPase-activating activity inhibitors, confirmation, biochemical, ADP Hunter fluorescence; MgcRacGAP-stimulated Rac1 GTP hydrolysis, ADP Hunter fluorescence; higher % means a stronger effect; GST-tagged Rac1 F28L mutant substrate; inhibition, % at 30 µM; hits with a dose series show IC50 in µM; actives 0.6% (n = 340,000); AID 624330;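 active = first-screen hits whose inhibition reached a set limit at any dose in the follow-up dose series; inconclusive = inhibition above the set first-screen limit but never retested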;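 also: fluorescence reports GDP produced by GAP-driven GTP hydrolysis; strong numbers were not always called active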
Large T inhibition – TAg ATPase/helicase activity blockers – biochemical (AID 1903) | SV40 large T antigen ATPase/helicase inhibition assay; higher % means a stronger effect | inhibition, % at 20 µM, or IC50 in µM where a hit was titrated | actives 0.39% (n = 310,000); in the data active = a potency from the dose series; inconclusive = inhibition mostly from about 32% at the one dose, without a potency; inactive = the rest, 99 in 100 with inhibition below about 32%; also: strong numbers were not always called active
T cell modulator – T cell immune modulators affecting CD8 T cell-vesicle binding | actives 0.068% (n = 330,000) | calls only at 7 µM | AID 2052 | 2C CD8+ T cell-vesicle binding, flow cytometry; active compounds read low;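 active = response, share of CD8 T cells binding vesicles, and their 90th percentile fluorescence all below set limits, cut at about 80% in these data, passing the limit was not always enough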
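Assay system – 2C mouse CD8+ T cells · Also added – QL9-loaded Drosophila micro-vesicles · Timing – Cell–vesicle co-incubation 1.5 h at 37 °C, staining 20 min on ice · Signal – flow cytometry of vesicle-bound cells · Measure – percent CD8+ FL2 mean versus row control · Controls – Peptide-free naked vesicles (low) and QL9 vesicles with 0.7% DMSO vehicle (high)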
RSV antiviral HEp-2 – RSV antiviral activity via CPE protection, HEp-2 cells, primary 10 µM value included (AID 2391); HEp-2 cells, RSV-induced CPE inhibition; higher % means a stronger effect; CPE inhibition, % at 10 µM, or IC50 in µM where a hit was titrated; actives 0.13% (n = 310,000); in the data active = a potency from the dose series; inconclusive = CPE inhibition mostly from about 23% at the one dose, without a potency; inactive = the rest, 99 in 100 with CPE inhibition below about 21%; also: strong numbers were not always called active
West Nile antiviral – inhibition of WNV-induced cytopathic effect – cell-based, CPE readout (AID 1621); actives 0.02% (n = 290,000); CPE inhibition, % at 10 µM, or IC50 in µM where a hit was titrated; West Nile virus-infected cells, CPE inhibition; higher % means a stronger effect; in the data active = a potency from the dose series; inconclusive = CPE inhibition mostly from about 3.7% at the one dose, without a potency; inactive = the rest, 99 in 100 with CPE inhibition below about 2.2%; also: strong numbers were not always called active
PhoP inhibition – PhoP-dependent GFP reporter repression – Salmonella Typhimurium, primary screen (AID 1863). S. Typhimurium PhoP-regulated promoter GFP reporter, 4 h; higher % means a stronger effect. inhibition, % at 50 µM, or IC50 in µM where a hit was titrated. actives 0.16% (n = 300,000);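 active = inhibition over 29.93%, a cutoff 3 SD above the screen mean, later confirmed by dose response; inconclusive = inhibition over 29.93% but no dose response follow-up; inactive = inhibition at most 29.93% or unconfirmed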;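 also: 0% = low Mg2+ inducing control and 100% = high Mg2+ repressing control; strong numbers were not always called active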
WT yeast gro inh mutant strain – further read-out of WT yeast gro inh, marked with its call; inhibition, %; mitochondrial fusion phenotypic screen, mutant strain inhibition
b-catenin transl cell count 5 µM – second read-out of b-catenin transl, no call of its own (marks repeat the call); cell count; measured here: cell count, cytotoxicity flag
T cell modulator vesicle-bound % – second read-out of T cell modulator, no call of its own (marks repeat the call); double positive events, %; measured here: CD8+ vesicle-bound cell fraction;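 binding gate set so that unloaded-vesicle control wells show 10% double positive cells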
Myeloid diff 2 GFP+ MAC1+ % – recorded beside Myeloid diff 2, whose call it bears; GFP+ MAC1+ double positive, %; measured here: differentiation confirmed by MAC1 staining
* hit, by the source's call; i = inactive; ? = inconclusive; / = not tested or not shown.

SMILES	b-catenin transl	b-catenin transl cell count 5 µM	WT yeast gro inh	WT yeast gro inh mutant strain	Myeloid diff 2	Myeloid diff 2 GFP+ MAC1+ %	Rac1 GTP hydrolysis	Large T inhibition	T cell modulator	T cell modulator vesicle-bound %	RSV antiviral HEp-2	West Nile antiviral	PhoP inhibition
CSc1nc(C(=O)N2CCc3c([nH]c4ccccc34)C2c2ccccn2)cs1 (stereo unspecified)	-2.1	984	59*	40*	i	0.3	4%	2%	i	50	38%	-0.5%	2%
O=C(CN1CCN(S(=O)(=O)c2ccccc2F)CC1)Nc1ccnn1C1CCCC1	/	/	/	/	i	0.6	5%	/	i	5	-0.1%	/	/
O=C(CSc1nnnn1C1CC1)N1CCN(Cc2ccccc2F)CC1	/	/	/	/	i	1.1	8%	/	i	22	0.7%	/	/
COc1cc(/C=N/NC(=O)c2ccc3c(c2)OCCO3)cc(Br)c1O	/	/	/	/	i	1.3	?	/	i	32	-1.0%	-0.3%	/
CCOC(=O)c1cccc(NC(=O)CSc2nc3ccccc3c(=O)n2CC)c1	-0.9	1052	0	-31	i	9.2	0%	-2%	i	11	-1.7%	0.2%	-13%
COCCNC(=O)c1ccc2c(c1)nc(C)n2-c1cc(OC)c(OC)c(OC)c1	-2.0	1322	-2	-1	i	0.7	7%	3%	i	35	0.3%	0.2%	-2%
CCCn1nc(C(=O)NNC(=O)Cc2ccc(S(=O)(=O)N3CCOCC3)s2)c2ccccc2c1=O	/	/	/	/	i	1.6	-4%	7%	i	50	-1.1%	/	-8%
CC1=Nn2c(nnc2-c2ccccc2)SC1	-1.4	1102	-4	5	i	1.0	12%	15%	i	53	0.2%	0.3%	7%
COc1ccc(OC)c(NC(=O)N2CCCC(CNS(=O)(=O)c3cccs3)C2)c1 (stereo unspecified)	-0.7	1061	-18	-4	i	1.2	0%	3%	i	19	-1.6%	-1.0%	-6%
Cc1cccc(NC(=O)c2cccnc2Cl)n1	/	/	/	/	i	0.0	8%	-3%	i	53	1.0%	-0.1%	-7%
O=C(NN=C1CCCC1)c1cc(Br)ccc1O	/	/	/	/	i	1.1	4%	12%	i	3	2.9%	0.2%	9%
O=C1CC(c2ccccc2)=NN1c1ccc([N+](=O)[O-])cc1	-1.6	1064	28	16	i	0.5	-6%	21%	i	49	-2.6%	?	3%
CC(C)[C@H](NC(=O)[C@@H]1Cc2ccccc2CN1C(=O)OC(C)(C)C)C(=O)NC1CCCC1	/	/	/	/	?	/	-33%	-2%	i	20	-1.7%	-0.5%	11%
CCN(CC)S(=O)(=O)c1ccc(N2CCCC2)c(NC(=O)Cc2cc(OC)c(OC)c(OC)c2)c1	/	/	/	/	i	1.4	7%	13%	i	25	2.5%	-0.3%	7%
O=C(NCc1ccco1)C(c1ccncc1)N(C(=O)Cn1nnc2ccccc21)c1ccccc1 (stereo unspecified)	/	/	/	/	i	0.1	4%	8%	i	23	-0.1%	-0.2%	7%

Sorted by value in Large T inhibition (low to high): 5 from the list above
structure	Large T inhibition
CSc1nc(C(=O)N2CCc3c([nH]c4ccccc34)C2c2ccccn2)cs1 (stereo unspecified)	2%
COc1ccc(OC)c(NC(=O)N2CCCC(CNS(=O)(=O)c3cccs3)C2)c1 (stereo unspecified)	3%
O=C(NCc1ccco1)C(c1ccncc1)N(C(=O)Cn1nnc2ccccc21)c1ccccc1 (stereo unspecified)	8%
CC1=Nn2c(nnc2-c2ccccc2)SC1	15%
O=C1CC(c2ccccc2)=NN1c1ccc([N+](=O)[O-])cc1	21%

A draw from above in order of number of heavy atoms, lowest first:
SMILES	b-catenin transl	b-catenin transl cell count 5 µM	WT yeast gro inh	WT yeast gro inh mutant strain	Myeloid diff 2	Myeloid diff 2 GFP+ MAC1+ %	Rac1 GTP hydrolysis	Large T inhibition	T cell modulator	T cell modulator vesicle-bound %	RSV antiviral HEp-2	West Nile antiviral	PhoP inhibition
CSc1nc(C(=O)N2CCc3c([nH]c4ccccc34)C2c2ccccn2)cs1 (stereo unspecified)	-2.1	984	59*	40*	i	0.3	4%	2%	i	50	38%	-0.5%	2%
O=C(CN1CCN(S(=O)(=O)c2ccccc2F)CC1)Nc1ccnn1C1CCCC1	/	/	/	/	i	0.6	5%	/	i	5	-0.1%	/	/
O=C(NCc1ccco1)C(c1ccncc1)N(C(=O)Cn1nnc2ccccc21)c1ccccc1 (stereo unspecified)	/	/	/	/	i	0.1	4%	8%	i	23	-0.1%	-0.2%	7%

Further entries.
SMILES	b-catenin transl	b-catenin transl cell count 5 µM	WT yeast gro inh	WT yeast gro inh mutant strain	Myeloid diff 2	Myeloid diff 2 GFP+ MAC1+ %	Rac1 GTP hydrolysis	Large T inhibition	T cell modulator	T cell modulator vesicle-bound %	RSV antiviral HEp-2	West Nile antiviral	PhoP inhibition
O=C(Nc1ccccn1)c1cc2cc([N+](=O)[O-])ccc2s1	-1.8	1085	1	2	i	0.5	5%	6%	i	14	13%	0.0%	2%
CCCOc1ccc(/C=N/NC(=O)c2ccc3c(c2)OCO3)c(OCCC)c1	/	/	/	/	i	0.1	-1%	4%	i	20	2.5%	0.0%	-1%
CCN(CC(=O)Nc1c(F)cccc1F)C(=O)c1cnccn1	/	/	/	/	i	0.6	5%	11%	i	16	1.1%	/	-4%
Cn1cc(C(=O)N2CCN(c3ccccn3)CC2)c(=O)c2cc(S(=O)(=O)N3CCOCC3)ccc21	3.3	1406	-23	-7	i	0.7	-6%	-3%	i	59	0.3%	1.6%	-10%
COCCn1c(-c2ccc(OC)cc2)cnc1SCC(=O)Nc1cc(C)on1	/	/	-3	13	i	0.7	5%	11%	i	32	2.3%	?	5%
Cc1onc(-c2ccccc2)c1C(=O)N=C(N)c1ccc(Cl)cc1	-0.5	1129	/	/	i	0.3	9%	10%	i	28	-1.4%	0.2%	7%
CCc1ccc(OCCCC(=O)Nc2ccc(S(=O)(=O)Nc3cc(C)nc(C)n3)cc2)cc1	/	/	/	/	i	0.4	7%	5%	i	34	6.3%	0.2%	4%
COC(=O)c1ccc2c(=O)n(-c3ccccc3F)c(=S)[nH]c2c1	-1.2	1123	-3	-17	i	0.0	9%	4%	i	34	20%	-0.3%	-4%
COc1cccc(Oc2ccc(N)cc2)c1	0.6	1089	-21	-30	i	0.2	13%	11%	i	31	-0.1%	1.2%	-1%
O=C(CN1C(=O)c2ccccc2C1=O)Nc1ccc(Cl)cn1	0.2	1047	-1	14	i	0.3	0%	5%	i	29	0.3%	0.4%	0%
O=C(CCn1[nH]c(=O)c2ccccc2c1=O)NCCO	-6.0	1248	18	10	i	4.8	9%	5%	i	4	1.2%	0.1%	-5%
CN(C)CCN1C(=O)C(=O)/C(=C(/O)c2ccc(F)cc2)C1c1ccccc1F (stereo unspecified)	0.0	555	-15	-13	i	0.7	14%	3%	i	46	0.0%	1.0%	-7%
CN(C)S(=O)(=O)c1ccc(NC(=S)NC(=O)c2ccc(Br)o2)cc1	-0.7	1176	8	11	/	/	/	3%	i	28	-1.0%	0.5%	6%
CCCNC(=S)N1CCCC(c2nc3ccccc3[nH]2)C1 (stereo unspecified)	0.0	1084	7	-5	i	0.3	10%	8%	i	2	2.4%	-0.7%	-13%
Clc1cccc(/C=N/Nc2nc(Cl)nc3ccccc23)c1	0.4	1476	12	22	i	1.6	8%	-1%	i	34	1.3%	-0.6%	-7%

In the list so far, these have a nitro group on carbon.
SMILES	b-catenin transl	b-catenin transl cell count 5 µM	WT yeast gro inh	WT yeast gro inh mutant strain	Myeloid diff 2	Myeloid diff 2 GFP+ MAC1+ %	Rac1 GTP hydrolysis	Large T inhibition	T cell modulator	T cell modulator vesicle-bound %	RSV antiviral HEp-2	West Nile antiviral	PhoP inhibition
O=C1CC(c2ccccc2)=NN1c1ccc([N+](=O)[O-])cc1	-1.6	1064	28	16	i	0.5	-6%	21%	i	49	-2.6%	?	3%
O=C(Nc1ccccn1)c1cc2cc([N+](=O)[O-])ccc2s1	-1.8	1085	1	2	i	0.5	5%	6%	i	14	13%	0.0%	2%

New compounds follow:
SMILES	b-catenin transl	b-catenin transl cell count 5 µM	WT yeast gro inh	WT yeast gro inh mutant strain	Myeloid diff 2	Myeloid diff 2 GFP+ MAC1+ %	Rac1 GTP hydrolysis	Large T inhibition	T cell modulator	T cell modulator vesicle-bound %	RSV antiviral HEp-2	West Nile antiviral	PhoP inhibition
COCCn1c(SC(C)C(=O)Nc2ccc(N3CCOCC3)cc2)nnc1-c1ccncc1 (stereo unspecified)	/	/	/	/	i	0.4	11%	13%	i	34	-0.5%	/	0%
CC(C)Cc1cc(C(=O)N(C)C2CCCN(Cc3ccccc3F)C2)n(C)n1 (stereo unspecified)	/	/	/	/	i	1.4	7%	2%	i	48	1.1%	-1.5%	8%
O=C1NC(c2ccccc2)=N/C1=C/c1ccco1	0.5	1093	-5	-14	i	0.5	14%	22%	i	60	0.5%	0.0%	2%
CC(=N\NC(=O)c1ccc([N+](=O)[O-])cc1)/C(=N/O)C(=O)Nc1ccccc1	/	/	/	/	i	1.1	10%	8%	i	6	1.7%	-0.6%	-6%
COc1ccc(NC(=O)CSCC(=O)Nc2ccc(S(=O)(=O)N3CCCCC3)cc2)cc1	/	/	/	/	i	1.4	4%	4%	i	61	1.6%	0.0%	-1%
CSc1cccc(NC(=S)N(CCC(C)C)C2CCN(C(C)=O)CC2)c1	-0.3	1066	-4	-10	i	0.6	13%	7%	i	41	4.1%	-0.1%	7%
Cc1ccc(NC(=O)NC(=O)COc2ccc(Cl)cc2Cl)c(C)c1	-3.3	1162	-12	-6	i	0.3	8%	2%	i	42	0.8%	-0.4%	7%
C=CCC1C=C(Cc2ccccc2)CC(CC=C)N1 (stereo unspecified)	/	/	1	-8	i	0.2	-16%	0%	i	34	-0.5%	-1.4%	-3%
CCn1cc2nc(SCC(=O)Nc3ccc(F)cc3F)n(Cc3ccccc3)c(=O)c2n1	/	/	/	/	i	1.7	8%	3%	i	29	5.8%	0.3%	2%
